From PubChem
PfHsp40 rescue = rescue of PfHsp40-mediated yeast toxicity. S. cerevisiae expressing PfHsp40, growth rescue, ATP luminescence. growth rescue, % at 12.5 µM. 0.68% of 340,000 active; in the data active = growth rescue above about 28%, passing the limit was not always enough; inconclusive = no clear call, values can overlap the other calls;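 note: yeast W303a lacking pdr1 and pdr3 grown in galactose medium; growth measured after three days at 30 °C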
TcdB GH inh = blocks C. difficile toxin B glycohydrolase activity; TcdB glycohydrolase enzymatic assay, plate reader; inhibition, % at 9.99 µM; 0.24% of 350,000 active; in the data active = inhibition above about 10%
PrPC TRFRET = cell surface PrPC inhibition, primary TR-FRET screen; TR-FRET read-out; AID 720596; 0.43% of 370,000 active; P04156; inhibition, % at 13.8 µM; in the data active = inhibition above about 24%; note: 0% = median of the test wells and 100% = reference compound wells
Yp Topo-I inh = Y. pestis Topo-I inhibition via cleavage products | Y. pestis Topo-I cleavage product accumulation, plate reader | activity, % at 10 µM | 0.064% of 360,000 active | AID 504884; in the data active = activity above about 50%, passing the limit was not always enough; inconclusive = no clear call, values can overlap the other calls; note: inactives centre near 2
Anthrax LF inh2 = blocks Bacillus anthracis lethal factor protease; P15917; multiplex microsphere protease cleavage assay, LF; inhibition, % at 10 µM; 0.12% of 360,000 active; AID 588501; note: plate controls were buffer without enzyme for full effect and enzyme alone for no effect
CCHF vOTU inh = blocks the CCHF virus ovarian tumor domain protease. CCHFV vOTU protease, Pep-AMC fluorescence. inhibition, % at 11.5 µM. 0.55% of 370,000 active; in the data active = inhibition above about 30%; note: 0% = vehicle wells with enzyme and 100% = no enzyme wells
FadD28 binding = blocks FadD28 binding to the bisubstrate probe. fluorescence polarization. inhibition, % at 12.5 µM. 0.22% of 360,000 active. AID 588549; in the data active = inhibition above about 8.5%, passing the limit was not always enough; inconclusive = no clear call, values can overlap the other calls
BoNT-A LC inh2 = blocks Botulinum neurotoxin A light chain protease | multiplex microsphere protease substrate cleavage, flow cytometry | inhibition, % at 10 µM | 0.17% of 360,000 active; note: plate controls were buffer without enzyme for full effect and enzyme alone for no effect
BoNT F protease = blocks Botulinum neurotoxin F light chain protease. AID 588497. Multiplex microsphere protease cleavage assay, flow cytometry. inhibition, % at 10 µM. 0.22% of 360,000 active; in the data active = inhibition above about 35%, passing the limit was not always enough; inconclusive = no clear call, values can overlap the other calls; note: plate controls were buffer without enzyme for full effect and enzyme alone for no effect
Starred values were filed as active, the others as inactive; ? = inconclusive; . = not tested or not shown. Cut-off read from the data, not from the text of the source, unless noted: active = inhibition above about 30%; inconclusive = no clear call, values can overlap the other calls; inactive = below that.

SMILES	PfHsp40 rescue	TcdB GH inh	PrPC TRFRET	Yp Topo-I inh	Anthrax LF inh2	CCHF vOTU inh	FadD28 binding	BoNT-A LC inh2	BoNT F protease
COc1cccc(C(C)(O)c2nc(-c3cccc(C(F)(F)F)c3)cs2)c1 (stereo not given)	.	1.0	-1	7	3	8	-1.1	0.2	-12
CC(c1ccccc1)n1c(-c2ccc(C(C)(C)C)cc2)n[nH]c1=S (stereo not given)	3.7	.	.	7	-3	.	-5.2	-7.5	?
N=c1c(C(=O)NCc2ccco2)cc2c(=O)n3ccccc3nc2n1Cc1ccc(Cl)cc1	-1.2	.	-17	-8	4	-41	-4.3	6.6	-2
Cc1ccc(NC(=O)Nc2ccc3c(c2)CCC3)c(C)c1	-0.5	0.9	-2	10	0	-7	-2.5	-0.2	-5
CCCCn1c(N)c(N(CCOC)C(=O)CCCn2c(=O)oc3ccccc32)c(=O)[nH]c1=O	0.1	-0.1	-1	-3	-9	-4	-2.3	-4.6	1
Cc1c(/C=N\NC(=O)C2COc3ccccc3O2)c2ccccc2n1C (stereo not given)	4.1	.	4	10	1	20	-1.7	3.8	-13
Cc1ccc(NC(=O)CSc2nnc(C3CC3)n2C)cc1S(=O)(=O)N1CCCCC1	0.1	2.6	6	3	3	9	-1.4	0.1	-10
O=C1N=c2ccc([N+](=O)[O-])cc2=C1c1sc(=O)[nH]c1O	-0.8	-0.6	-22	-11	-5	-11	2.9	1.0	-3
O=C(Cn1ccc([N+](=O)[O-])n1)NCc1ccccc1	0.9	1.6	2	5	3	6	-1.2	-1.7	?
CN(C)CCCN1CC(=O)N2[C@@H](Cc3c([nH]c4ccccc34)C2(C)C)C1=O	0.8	-0.2	4	2	8	2	0.0	-1.6	?
COCCCNC(=S)Nc1cccc(S(=O)(=O)NC2=NCCC2)c1	-1.3	5.7	2	-1	-3	12	-4.9	0.4	-1
CSc1ccccc1NC(=O)COc1ccccc1Cl	1.4	.	3	33	2	25	-2.8	-0.5	-3
O=C(CN(C(=O)CNC(=O)c1ccco1)c1ccc(Cl)c(Cl)c1)NC1CCCCC1	0.5	-1.3	0	6	3	19	-1.7	0.8	7
Cn1c(CN2CCN(C(=O)c3ccco3)CC2)nc2cc([N+](=O)[O-])ccc21	-1.0	0.8	-8	2	-5	-2	0.2	-5.1	-3
COCCn1nnnc1CN1CCC(O)(c2cccc(C(F)(F)F)c2)CC1	-1.4	0.4	-9	-2	-1	8	-4.4	0.0	-4
CN1CC[C@@]23CCCC[C@@H]2[C@@H]1Cc1ccc(O)cc13	-0.5	0.8	3	3	-1	3	-1.0	-0.5	0
N#Cc1c(SCC(=O)OCc2ccccc2)nsc1SCC(=O)OCc1ccccc1	0.1	0.3	2	41	-21	10	0.7	-0.9	-11
COc1ccc(N(C)S(=O)(=O)c2cccc(C(=O)Nc3ccc(N4CCOCC4)cc3)c2)cc1	20	1.1	2	-10	-6	-4	-0.4	-0.8	-8
CC(C)CN1C(=O)c2ccc(C(=O)NCc3ccccn3)cc2C1=O	-0.8	-3.4	-7	-2	-1	-7	-0.8	0.3	9
CC(C)C(=O)NC(CC(=O)O)c1ccccc1 (stereo not given)	-2.1	-0.1	-1	3	-1	0	0.5	-0.2	-5

Next section, overlapping the part above by six compounds.
SMILES	PfHsp40 rescue	TcdB GH inh	PrPC TRFRET	Yp Topo-I inh	Anthrax LF inh2	CCHF vOTU inh	FadD28 binding	BoNT-A LC inh2	BoNT F protease
COCCn1nnnc1CN1CCC(O)(c2cccc(C(F)(F)F)c2)CC1	-1.4	0.4	-9	-2	-1	8	-4.4	0.0	-4
CN1CC[C@@]23CCCC[C@@H]2[C@@H]1Cc1ccc(O)cc13	-0.5	0.8	3	3	-1	3	-1.0	-0.5	0
N#Cc1c(SCC(=O)OCc2ccccc2)nsc1SCC(=O)OCc1ccccc1	0.1	0.3	2	41	-21	10	0.7	-0.9	-11
COc1ccc(N(C)S(=O)(=O)c2cccc(C(=O)Nc3ccc(N4CCOCC4)cc3)c2)cc1	20	1.1	2	-10	-6	-4	-0.4	-0.8	-8
CC(C)CN1C(=O)c2ccc(C(=O)NCc3ccccn3)cc2C1=O	-0.8	-3.4	-7	-2	-1	-7	-0.8	0.3	9
CC(C)C(=O)NC(CC(=O)O)c1ccccc1 (stereo not given)	-2.1	-0.1	-1	3	-1	0	0.5	-0.2	-5
Cc1nn(CCC#N)c(C)c1Oc1ccccc1O	0.2	1.4	-4	-8	-9	6	-1.8	-0.7	1
COc1ccc(-c2cc(C(=O)NCCCn3ccnc3)c3ccccc3n2)c(OC)c1	0.4	0.7	-4	-4	1	8	-1.6	0.4	-13
CN1C(=O)S/C(=C\c2ccc(-n3cncn3)cc2)C1=O	0.1	-1.3	-4	-2	0	1	-1.4	-0.2	2
O=C(NC1(C(F)(F)F)OCCO1)c1ccc(F)cc1	-0.5	3.9	1	7	-5	-4	-4.4	0.8	-5
O=C(O)c1cc([N+](=O)[O-])ccc1NCCc1ccccc1	1.2	9.0	-12	0	-6	3	0.7	-0.4	1
Cc1ccc(CN(C(=O)Cc2cccs2)C(C(=O)NC2CCCC2)c2ccncc2)cc1 (stereo not given)	0.7	-0.1	2	37	0	18	-0.6	-0.4	3
COc1ccc(N2CCN(CCNC(=O)Nc3ccc(Cl)cc3)CC2)cc1	-1.1	1.3	-6	3	-5	-3	0.0	-1.3	-2
CN(C)CCSc1nnc2sc3ccccc3n12	-0.4	.	-4	2	-3	-15	-1.6	-0.6	-5
CNc1ncnc2c1ncn2[C@H]1CN(CCOC)C[C@@H](CO)O1	.	-0.3	-1	-1	2	-1	-1.7	-0.4	-1
O=C1CCCc2ccccc2N1Cc1ccc(Cl)cc1Cl	0.2	.	-2	31	-2	10	-3.0	-0.2	0
CCn1cc(CN2CCCC(C(=O)Nc3cccc(-n4cccn4)c3)C2)cn1 (stereo not given)	.	-0.6	-2	3	0	-5	-0.3	-0.5	-2
Cc1occc1-c1nnc(SCC(=O)c2ccccc2)n1CC1CCCO1 (stereo not given)	-0.1	.	2	5	-2	2	-0.3	-1.3	-9
CCC1NC(C(=O)O)Cc2c1[nH]c1ccccc21 (stereo not given)	-0.1	0.1	-5	0	11	-73	-1.1	1.9	-4
COc1ccc(CNC(=O)C(c2ccc(O)cc2)N(Cc2ccco2)C(=O)c2snc(C(N)=O)c2N)cc1 (stereo not given)	-0.5	-0.1	-9	3	2	-17	-2.2	0.7	-3
Cc1ccc(S(=O)(=O)N2CCOCC2)cc1C(=O)Nc1cccc(S(=O)(=O)N2CCCC2)c1	0.1	0.1	0	0	-7	-2	-5.4	-0.4	-1
Cc1ccc2nc(C(C)O)[nH]c2c1 (stereo not given)	0.9	.	6	-3	-1	-8	-0.2	0.4	-1
O=C(c1cnn2c(C(F)F)cc(-c3ccccc3)nc12)N1CCN2CCCC2C1 (stereo not given)	-0.9	1.7	-14	3	0	12	-5.1	0.5	-2
CCCCCN(C(=O)CCC(=O)OC(C)C(=O)c1ccccc1)c1c(N)n(CCCC)c(=O)[nH]c1=O (stereo not given)	1.3	0.6	8	2	-3	8	-1.8	-1.3	-6
COc1cccc(NC(=O)Cn2nc(Cc3cccnc3)c3ccccc3c2=O)c1	1.0	1.2	-6	8	4	9	0.9	1.1	5
C=CCNC(=O)C1CC=CCC1C(=O)O (stereo not given)	-0.7	.	3	-2	-8	-12	-0.2	-5.1	-53
CCN(C(=O)CSc1nnc(-c2ccncc2)n1C)C1CCS(=O)(=O)C1 (stereo not given)	-0.4	.	-5	-1	-4	0	-0.7	0.4	5
CC(=O)Nc1sc(C)c(C)c1C(=O)OCC(=O)NCc1ccc(F)cc1	0.6	-1.8	0	4	3	8	-0.7	-0.4	10
CCOC(=O)C1=C(c2ccccc2)NC(=S)NC1c1cccc([N+](=O)[O-])c1 (stereo not given)	0.0	0.9	-12	-1	-1	-9	-0.1	-1.2	-3
COc1ccc(-c2c(C)nc3c(-c4ccsc4)cnn3c2N)cc1	-2.1	-0.2	6	-8	5	-12	2.0	-3.0	20
Cn1nc(NC(=O)CC23CC4CC(CC(C4)C2)C3)c2c(F)cccc21	0.3	-0.3	0	0	.	-4	-1.6	.	.
COc1ccc(/C=N/n2c(-c3ccccc3)n[nH]c2=S)cc1	0.9	2.4	5	-19	-2	-12	-1.9	6.1	-22
COc1ccc(N(C(=O)CNC(=O)c2ccco2)C(C(=O)NC2CCCCC2)c2ccncc2)cc1 (stereo not given)	-0.1	0.5	-2	3	1	-16	-3.1	0.4	-3
COc1ccc(Sc2ccc(-c3nc4cnccn4c3NC3CCCCC3)cc2OC)cc1	0.1	3.0	-2	6	-3	-6	-3.1	0.0	-10
CCOc1ccc(N=Cc2ccc(N(C)C)cc2)c(O)c1	.	.	.	-10	2	.	-0.3	11	-20
CC(NC(=O)CCNC(=O)c1ccccc1Cl)c1ccc(-n2ccnc2)cc1 (stereo not given)	-0.7	-1.0	-8	3	-1	14	-4.1	0.3	0
CC(C)c1ccc(N)c(S(=O)(=O)O)c1	1.2	2.3	-4	-3	-4	-9	-2.7	-0.4	0
CC(C)Oc1ccc(F)cc1-c1cc(C(=O)Nc2ccc(C(C)(C)C)cc2)[nH]n1	.	1.1	-3	-2	0	2	-2.1	-0.3	-7
CN(C)CCCNC(=S)Nc1ccc(Oc2ccccc2)cc1	-0.5	0.6	-5	-10	-6	3	-1.4	-0.9	-1
CCN(CC(=O)Nc1cc(Cl)ccc1C)C(=O)c1ccc2c(=O)n3c(nc2c1)CCC3	1.1	1.1	-3	5	-2	1	-1.6	-2.1	-2
Cc1cccc(-c2nc(CSCC(=O)N3CCN(Cc4ccc5c(c4)OCO5)CC3)c(C)o2)c1	-0.6	.	9	32	0	6	-1.9	-0.5	-4
CCC(C)NC(=O)CS(=O)Cc1nc(-c2cccc(OC)c2)oc1C (stereo not given)	-0.4	5.8	4	1	-10	10	-3.5	-1.1	-7
COc1ccccc1NC(=O)C(C)OC(=O)CCC1CCCCC1 (stereo not given)	0.7	0.9	5	28	-4	0	-0.4	0.6	-3
COc1ccc(C2C(C(=O)OCC(=O)NC(C)(C)C)CCC(=O)N2c2ccc(C)cc2)cc1OC (stereo not given)	-0.1	.	-7	-11	-9	7	-0.7	-0.4	-4
O=C1/C(=C/c2ccc(F)c(F)c2)CSc2sccc21	1.5	.	5	3	0	11	0.0	0.1	-1
CC(C)NC(=O)CCn1ccc2cc(S(=O)(=O)N3CCCC3)ccc21	-0.9	2.2	-1	-1	-2	12	-3.6	-0.3	0
CSc1nc(=O)[nH]nc1Sc1ccccc1	.	1.1	3	-5	0	-3	-4.1	-0.2	3
Brc1ccc(-c2nc(N/N=C/c3cccnc3)c3ccccc3n2)cc1	-1.1	.	1	-9	1	1	-4.3	0.4	-2
CC(=O)Nc1ccc(NC(=O)C2CC(=O)N(c3ccc(Cl)cc3)C2)cc1 (stereo not given)	-1.3	-0.2	5	-6	-6	12	2.0	-0.8	-8
COc1ccccc1/C=C/C(=O)OCC(=O)NC1CCCCCCC1	0.5	0.1	-6	39	-2	8	-4.4	-1.1	-7
Cn1cnc(Sc2ncnc3nc[nH]c23)c1[N+](=O)[O-]	-1.0	1.6	6	-4	-5	11	-3.4	-0.6	-2
COc1ccc(CNC(=O)C(=O)c2cn(CC(=O)N3CCOCC3)c3ccccc23)cc1	-0.9	0.7	2	15	0	-10	1.3	0.7	-5
O=C(c1ccc(Br)cc1)N1CCCC1	-0.3	.	5	5	2	4	-1.3	-0.1	-9
O=C(O)CSc1ncnc2nc[nH]c12	-1.2	.	-4	-1	0	-3	-2.7	0.5	0
Cc1ccccc1OCC(=O)OC(C)CN1CCN(C)CC1 (stereo not given)	-0.9	.	5	4	-4	-8	-3.4	0.7	9
